UTI89 phage lysis: protection from phage-mediated lysis, alamar blue read-out – E. coli UTI89, K1F phage, bacterial capsule biogenesis inhibitors (AID 488966). E. coli UTI89 K1F phage lysis, alamar blue, 2 h; higher % means a stronger effect. one-dose inhibition, % at 100 µM; IC50 in µM for titrated hits. 340,000 tested, 0.02% active;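 active means phage lysis inhibition, versus mean bacterial control, above a set limit; inconclusive means no clear call, values can overlap the other calls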;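 further: capsule biogenesis inhibitors block K1F phage lysis so surviving cells raise fluorescence; higher fluorescence means more inhibition of phage lysis; actives were called in the ten point dose series up to 300 µM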
M1AAP inhibition: malaria alanyl aminopeptidase activity blockers – biochemical, fluorogenic H-Leu-NHMec substrate, 1536-well (AID 1445); 220,000 tested, 0.42% active; recombinant M1AAP, H-Leu-NHMec fluorogenic kinetic assay; higher % means a stronger effect; one-dose inhibition, % at 30 µM; IC50 in µM for titrated hits;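 active means primary inhibition above the hit cutoff, then over 50% inhibition at one or more dose response concentrations, cut at about 23% in these data, passing the limit was not always enough; inconclusive means conflicting primary data, or primary hits not chosen for dose response; inactive means low primary inhibition, or under 50% at every dose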;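 further: plate controls were DMSO full reaction for no effect and no enzyme background for full effect; strong numbers were not always called active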
RSV CPE inhibition: inhibition of RSV-induced cytopathic effect – HEp-2 cells, primary 10 µM value included (AID 2391). HEp-2 cells, RSV-induced CPE inhibition; higher % means a stronger effect. one-dose CPE inhibition, % at 10 µM; IC50 in µM for titrated hits. 310,000 tested, 0.13% active; in the data active means a potency from the dose series; inconclusive means CPE inhibition mostly from about 23% at the one dose, without a potency; inactive means the rest, 99 in 100 with CPE inhibition below about 21%; further: strong numbers were not always called active
T cell HTS: T cell immune modulation candidate | 2C CD8+ T cell-vesicle binding, flow cytometry; stronger effect = lower value | 330,000 tested, 0.068% active | calls only at 7 µM;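 active means response, share of CD8 T cells binding vesicles, and their 90th percentile fluorescence all below set limits, cut at about 80% in these data, passing the limit was not always enough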
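material = purified 2C TCR transgenic mouse naive CD8+ T cells | controls = Unloaded micro-vesicles (low), QL9 vesicles with 0.7% DMSO (high) | detection = cytometric PE anti-B7-1 and Alexa647 anti-CD8 signals after 1% paraformaldehyde fixation | incubation = binding step 1.5 h, 37 °C, antibody labelling 20 min, ice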
PMI inhibition: human PMI inhibitors, high substrate, primary screen, biochemical, fluorescence intensity, high mannose 6-phosphate (AID 1220); recombinant PMI enzyme, coupled fluorescence intensity; higher % means a stronger effect; inhibition, % at 20 µM, or IC50 in µM where a hit was titrated; 190,000 tested, 0.66% active
TNAP activation fold: human TNAP enzyme activators, primary screen, biochemical, luminescent, no phosphate acceptor, uHTS (AID 1001); purified TNAP, luminescent activation assay, no phosphate acceptor; higher activation fold means a stronger effect; activation fold at 20 µM; hits with a dose series show EC50 in µM; 200,000 tested, 0.03% active; in the data active means activation fold from about 3, or a potency from the dose series; inactive means the rest, 99 in 100 with activation fold below about 1.6; further: many of its hits are not listed in these tables
M17LAP inhibition: P. falciparum M17LAP inhibitors, primary screen, biochemical, fluorogenic H-Leu-NHMec substrate, 1536-well (AID 1619) | recombinant M17LAP, H-Leu-NHMec fluorogenic kinetic assay; higher % means a stronger effect | inhibition, % at 30 µM, or IC50 in µM where a hit was titrated | 220,000 tested, 0.38% active;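 active means compound inhibiting the enzyme by more than half at any dose during confirmatory dose-response retesting; inconclusive means strong single-dose inhibitors picked by rank but not retested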;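 further: plate controls were full reaction with DMSO carrier for no effect and no enzyme background for full effect; strong numbers were not always called active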
West Nile antiviral: West Nile virus antiviral activity, cell-based, CPE readout (AID 1621); one-dose CPE inhibition, % at 10 µM; IC50 in µM for titrated hits; 290,000 tested, 0.02% active; West Nile virus-infected cells, CPE inhibition; higher % means a stronger effect; in the data active means a potency from the dose series; inconclusive means CPE inhibition mostly from about 3.7% at the one dose, without a potency; inactive means the rest, 99 in 100 with CPE inhibition below about 2.2%; further: strong numbers were not always called active
human PMI inhibition: inhibitors of human PMI, primary screen, biochemical, fluorescence intensity, coupled assay (AID 1209); purified PMI enzyme, coupled fluorescence intensity; higher % means a stronger effect; one-dose inhibition, % at 20 µM; IC50 in µM for titrated hits; 190,000 tested, 0.42% active;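 further: plate controls were DMSO vehicle for no effect and wells lacking substrate for full effect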
T cell HTS vesicle-bound %: also measured in T cell HTS; calls as there; double positive events, %; measured here: CD8+ vesicle-bound cell fraction;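 binding gate set so that unloaded-vesicle control wells show 10% double positive cells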
The depositor's hits bear a star; i = inactive; u = inconclusive; x = not tested or not shown; [ ] = remark or other dose. Unless noted, no stated cut-off is given here; in the data, active means inhibition above about 50%; inactive means the rest.

Fields: UTI89 phage lysis	M1AAP inhibition	RSV CPE inhibition	T cell HTS	T cell HTS vesicle-bound %	PMI inhibition	TNAP activation fold	M17LAP inhibition	West Nile antiviral	human PMI inhibition
1) COc1ccc2oc(=O)c(C(=O)OCC(=O)c3ccc([N+](=O)[O-])cc3)cc2c1
 : x	6%	1.4%	i	44	0%	1	5%	-0.1%	-6%
2) CCc1ccc(/C=C2/C(=O)N(c3ccccc3)C(=S)N2CC(=O)OC)s1
 : 3.6%	1%	9.7%	i	36	3%	1	-1%	0.4%	14%
3) Cc1ccc(N(Cc2ccccc2F)S(C)(=O)=O)cc1C
 : -2.0%	-10%	-1.6%	i	22	4%	1.1	4%	-0.3%	9%
4) O=C(CSc1c[nH]c2ccccc12)NC1CCCC1
 : 0.1%	x	0.7%	i	75	x	x	x	-0.3%	x
5) CCc1nc(Nc2ccccc2)c2nnn(Cc3ccccc3)c2n1
 : 0.1%	x	u	i	34	x	x	x	-0.6%	x
6) Cc1ccc(C(=O)NC2CCN(C(=O)NC3CCCCC3)CC2)cc1
 : -0.3%	-1%	x	x	x	-25%	1	11%	-0.6%	-32%
7) COc1ccccc1-c1nnc(SCC(=O)Nc2ccc(S(N)(=O)=O)cc2)n1N
 : -0.1%[50 µM]	6%	2.1%	i	20	x	x	10%	0.3%	x
8) COc1ccc(CNC(=O)CNS(=O)(=O)c2cccs2)cc1
 : 0.6%	x	0.4%	i	46	x	x	x	-0.4%	x
9) NS(=O)(=O)c1cccc(NC(=O)COc2ccc([N+](=O)[O-])cc2)c1
 : -1.1%	3%	3.3%	i	59	-13%	1.1	11%	0.4%	-11%
10) CCOc1ccc(S(=O)(=O)c2c(C(=O)c3ccccc3)cnc3cc4c(cc23)OCCO4)cc1
 : 0.6%	-1%	4.4%	i	37	0%	0.9	2%	0.6%	11%

(more compounds)
Fields: UTI89 phage lysis	M1AAP inhibition	RSV CPE inhibition	T cell HTS	T cell HTS vesicle-bound %	PMI inhibition	TNAP activation fold	M17LAP inhibition	West Nile antiviral	human PMI inhibition
11) Oc1ccc(/C=N/NC(=S)NC2CC3CCC2C3)cc1 (stereo not drawn)
 : -3.4%	6%	12%	i	57	x	x	2%	-0.3%	x
12) N#Cc1c(N)nc(N2CCCC2)c(C#N)c1-c1ccc(Cl)cc1
 : 0.1%	11%	0.6%	i	36	7%	1.1	3%	-0.6%	11%
13) CCCCn1nc(C(=O)N2CCc3ccccc32)c2ccccc2c1=O
 : -0.4%	3%	u	i	27	12%	1.1	6%	0.8%	11%
14) O=S(=O)(CCc1nnc(-c2ccc(Br)cc2)o1)c1ccc(Cl)cc1
 : 0.1%	2%	-1.8%	i	11	0%	1.1	-6%	1.6%	4%
15) Oc1ccc(N2CCN(Cc3nc4ccccc4[nH]3)CC2)cc1
 : -0.4%	x	13%	i	43	x	x	x	-0.5%	x
16) CCN(CC)S(=O)(=O)c1ccc2c(c1)N(CC(=O)NCCN1CCOCC1)C(=O)CO2
 : 0.3%	x	2.5%	i	10	x	x	x	-0.4%	x
17) CC1(OC(=O)c2cccs2)C(=O)C=C2C=C(C3CC3)OC=C2C1=O (stereo not drawn)
 : 0.8%	x	0.1%	i	19	x	x	x	-0.1%	x
18) CC1(C)Cc2nc3sc4c(SCC(=O)O)ncnc4c3cc2CO1
 : -0.2%	3%	1.0%	i	33	x	x	12%	0.6%	x
19) CCOC(=O)Cc1csc(SCC(=O)NC2CCCCC2)n1
 : 0.0%	0%	0.8%	i	63	-6%	1.1	6%	-0.2%	-7%
20) Cc1c(C(=O)NNC(=O)Nc2ccc([N+](=O)[O-])cc2)oc2ccccc12
 : -0.1%	x	46%	i	66	x	x	x	-0.6%	x

Further results follow.
Fields: UTI89 phage lysis	M1AAP inhibition	RSV CPE inhibition	T cell HTS	T cell HTS vesicle-bound %	PMI inhibition	TNAP activation fold	M17LAP inhibition	West Nile antiviral	human PMI inhibition
21) COc1ccc(N(CC(=O)Nc2ccc(C)c(C)c2)C2=NC3CS(=O)(=O)CC3S2)cc1 (stereo not drawn)
 : 4.3%	x	2.0%	i	26	x	x	x	-0.5%	x
22) Cc1ccc2nc3c(cc(C(=O)NCCCn4ccnc4)n3C)c(=O)n2c1
 : 0.0%	u	-0.8%	i	41	4%	1.1	-23%	0.1%	-2%
23) CCOC(=O)C1=C(N)Oc2cc(O)ccc2C1c1cccc([N+](=O)[O-])c1 (stereo not drawn)
 : -1.1%	1%	13%	i	14	-3%	1	0%	0.8%	4%
24) O=C(c1cccs1)c1cn(CC(=O)N2CCc3ccccc3C2)c2ccccc12
 : 4.5%	1%	3.9%	i	22	-5%	1.1	6%	-0.9%	-6%
25) CCc1cc(=O)oc2c(C)c(OS(C)(=O)=O)ccc12
 : 3.6%	x	1.9%	i	34	x	x	x	0.5%	x
26) Cc1ccc(Oc2nc(-c3ccccn3)nc3ccccc23)cc1
 : x	1%	x	i	32	x	x	12%	0.9%	x
27) Cc1ccc(-c2nc(N)n(S(=O)(=O)c3ccc(C)cc3)n2)cc1
 : -0.1%	-2%	1.7%	i	31	6%	1	0%	-0.2%	5%
28) CCOC(=O)NC(O)C(=O)c1cccs1 (stereo not drawn)
 : 0.9%	-2%	0.5%	i	37	-4%	1	-6%	0.2%	-18%
29) COc1ccc(-n2c(SCC(=O)NCc3ccco3)nc3c([nH]c4ccccc43)c2=O)cc1
 : -0.7%	6%	1.1%	i	34	0%	1	-3%	0.0%	2%
30) Cn1c(CCN2CCCCC2)nc2cc(NC(=O)COc3ccccc3)ccc21
 : 1.6%	x	-0.1%	i	8	x	x	x	-0.1%	x

Carrying on:
Fields: UTI89 phage lysis	M1AAP inhibition	RSV CPE inhibition	T cell HTS	T cell HTS vesicle-bound %	PMI inhibition	TNAP activation fold	M17LAP inhibition	West Nile antiviral	human PMI inhibition
31) CNS(=O)(=O)c1cccc(C(=O)OCC(=O)Nc2ccc(N3CCCCC3)cc2)c1
 : -0.2%	1%	-1.8%	i	29	8%	1.1	-1%	0.1%	-9%
32) CCOC(=O)c1cnn(-c2cc(Oc3ccccc3C)ncn2)c1N
 : 0.9%	-21%	0.1%	i	35	8%	1	-1%	0.3%	11%
33) C=CCn1c(N/N=C/c2ccc(O)cc2)nc2ccccc2c1=O
 : 0.5%	13%	3.7%	i	60	10%	1	-1%	0.1%	7%
34) COc1cc(OC)c(C(=O)OCC(=O)NCCc2ccccc2)cc1OC
 : -0.4%	1%	4.1%	i	53	1%	1.2	-2%	-0.3%	-7%
35) CSC1=N/C(=C\c2ccc3c(c2)OCO3)C(=O)S1
 : 0.2%	2%	0.8%	i	8	-8%	1.1	11%	1.0%	-3%
36) COc1ccc(C2CC(c3ccccc3)=NN2c2ccc(C(N)=O)cc2)cc1 (stereo not drawn)
 : 0.8%	x	16%	i	53	x	x	x	-0.8%	x
37) CCOC(=O)c1ccc(NC(=S)NCc2ccco2)cc1
 : 0.2%	-1%	u	i	44	x	x	-4%	0.2%	x
38) OCC(O)CN(c1ccccc1)c1ccccc1 (stereo not drawn)
 : 0.6%	-2%	0.9%	i	54	3%	1.1	-5%	0.6%	-7%
39) CCC(=O)Nc1ccc2c(c1)nc1n2CCSC1
 : 0.2%	10%	-0.5%	i	41	15%	1.1	3%	-0.2%	-2%
40) COc1ccc(C2=NN(c3nc4ccccc4s3)C(=O)/C2=C\N(C)C)cc1
 : 0.1%	10%	5.5%	i	7	-3%	1	-17%	-0.7%	-19%

(more compounds)
Fields: UTI89 phage lysis	M1AAP inhibition	RSV CPE inhibition	T cell HTS	T cell HTS vesicle-bound %	PMI inhibition	TNAP activation fold	M17LAP inhibition	West Nile antiviral	human PMI inhibition
41) CN(/C=C/c1c([N+](=O)[O-])c(=O)n(C)c(=O)n1C)c1ccccc1
 : 0.2%	5%	3.2%	i	29	12%	0.9	9%	0.4%	-6%
42) CCn1c(C)cc(/C=C2/SC(=S)NC2=O)c1C
 : 9.8%	12%	6.0%	i	46	11%	0.9	-9%	-0.5%	8%
43) COc1ccc(/C=N/NC(=O)c2ccc(CSc3nncn3C)cc2)cc1OC
 : 0.3%	9%	1.3%	i	38	1%	1.1	3%	0.2%	3%
44) CC(=O)CC(C)(C)S(=O)(=O)c1ccc(Oc2ccc(S(=O)(=O)C(C)(C)CC(C)=O)cc2)cc1
 : 2.1%	5%	0.7%	i	19	11%	1.1	9%	0.2%	10%
45) Oc1ccc(/C=N/Nc2nc(-c3cccnc3)nc3ccccc23)c(O)c1
 : 0.0%	6%	-1.4%	i	12	x	x	3%	0.6%	x
46) COCCSc1ccccc1C(=O)NCc1cccnc1
 : -1.8%	0%	0.8%	i	19	8%	1.1	-11%	-0.3%	10%
47) Cc1ccc2[nH]c(CNC(=O)C3CCCCC3)cc2c1
 : 1.5%[50 µM]	x	3.5%	i	24	x	x	x	-0.6%	x
48) CCC(C)NC(=O)c1ccccc1-c1ccccc1C(=O)NC(C)CC (stereo not drawn)
 : 0.3%	1%	0.7%	i	23	13%	1	-6%	-0.8%	4%
49) CCOC(=O)c1cn(CC)c2cc(N3CCOCC3)c(F)cc2c1=O
 : 1.9%	9%	0.2%	i	2	7%	1	0%	0.0%	3%
50) O=C(NCCCNC(=O)c1cnccn1)c1ccc(Cl)cc1
 : 0.2%	x	1.2%	i	23	x	x	x	-0.4%	x

Additional entries
Fields: UTI89 phage lysis	M1AAP inhibition	RSV CPE inhibition	T cell HTS	T cell HTS vesicle-bound %	PMI inhibition	TNAP activation fold	M17LAP inhibition	West Nile antiviral	human PMI inhibition
51) COc1cc(/C=C/C(=O)O)cc(OC)c1
 : 1.2%	x	-0.3%	i	25	x	x	x	0.3%	x
52) O=C(c1ccc2c(c1)OCO2)N1CCN(c2cccc(C(F)(F)F)c2)CC1
 : 0.2%	x	-1.3%	i	26	x	x	x	-0.9%	x
53) CC(C)c1ccc(NC(=O)N2CCc3ccccc3C2)cc1
 : 0.4%	-3%	u	i	56	2%	1.1	-10%	-1.8%	-2%
54) Brc1ccc(-n2cc(-c3ccccc3)c3c(NN4CCOCC4)ncnc32)cc1
 : 0.5%	8%	8.1%	i	35	6%	1	-10%	-0.2%	14%
55) Cc1ccc(-c2cc(-c3n[nH]c(=S)n3C)c3ccccc3n2)cc1
 : 1.1%	3%	7.2%	i	37	3%	1.3	3%	0.2%	1%
56) COCCCn1nnnc1SCC(=O)Nc1ccc2c(c1)OCCO2
 : -0.4%	-2%	3.5%	i	30	-1%	1.2	2%	0.5%	2%
